Siah-1 displacement: blockers of Siah-1 interaction with plectin peptide – biochemical, fluorescence polarization, rhodamine-plectin, uHTS, primary screen (AID 1817) | 0.02% of 290,000 active | displacement, % at 20 µM; hits with a dose series show IC50 in µM | Siah-1 / rhodamine-plectin peptide fluorescence polarization; higher % means a stronger effect;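 active = displacement of at least 50% at 20 µM, with a fluorescence ratio check between 0.3 and a set limit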;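 note: plate controls were Siah plus tracer with DMSO for no effect and tracer alone without Siah for full effect; strong numbers were not always called active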
HIV peptide binding: inhibitors of HIV fusion peptide binding, primary screen, biochemical, uHTS, fluorescence dequenching (AID 1986); cell-free peptide binding, fluorescence dequenching, 30 min; higher % means a stronger effect; inhibition, % at 20 µM; hits with a dose series show IC50 in µM; 0.3% of 290,000 active; in the data active = inhibition mostly above about 52%, no sharp cut-off; inactive = mostly below about 76%; note: some results filed as inactive read as strong as hits
NTR1 agonist: agonists of NTR1, primary screen, imaging, U2OS cells, beta-arrestin-GFP, high content (AID 493036) | P30989 | NTR1-U2OS beta-arrestin-GFP spot imaging, agonist mode | activation, % at 20 µM | 0.17% of 330,000 active;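 active = activation at or above 40% of the spot to cytoplasm intensity ratio, with at least 20 cells analyzed; inconclusive = wells under 20 cells, flagged as cytotoxic or low count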;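 note: 0% = DMSO without peptide and 100% = 100 nM NTR1 peptide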
Target sequence (P30989 whole entry, looked up): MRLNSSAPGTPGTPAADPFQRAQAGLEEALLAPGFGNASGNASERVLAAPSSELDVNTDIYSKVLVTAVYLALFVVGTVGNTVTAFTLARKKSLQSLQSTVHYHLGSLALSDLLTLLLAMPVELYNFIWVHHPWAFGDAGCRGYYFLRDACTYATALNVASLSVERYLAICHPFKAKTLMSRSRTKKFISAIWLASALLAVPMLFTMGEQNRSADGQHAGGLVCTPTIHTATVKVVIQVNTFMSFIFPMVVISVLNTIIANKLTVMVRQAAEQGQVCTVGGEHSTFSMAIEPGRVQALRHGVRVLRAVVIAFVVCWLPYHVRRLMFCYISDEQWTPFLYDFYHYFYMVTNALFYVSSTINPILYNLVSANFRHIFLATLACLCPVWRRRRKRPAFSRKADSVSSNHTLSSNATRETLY
Myeloid diff 2: myeloid differentiation induction. 1% of 360,000 active. ER-HoxA9 myeloid progenitors, lysozyme-GFP differentiation, flow cytometry. calls only at 10 µM;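 active = normalized GFP-positive differentiation at or above the plate's own cutoff, the solvent-only control mean plus 3 SD; inconclusive = no clear call, values can overlap the other calls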;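 note: cells exposed to compound for four days before flow analysis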
MgcRacGAP inhibition: MgcRacGAP GTPase-activating activity inhibitors, confirmation, biochemical, ADP Hunter fluorescence; MgcRacGAP-stimulated Rac1 GTP hydrolysis, ADP Hunter fluorescence; higher % means a stronger effect; GST-tagged Rac1 F28L mutant substrate; one-dose inhibition, % at 30 µM; IC50 in µM for titrated hits; 0.6% of 340,000 active;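 active = first-screen hits whose inhibition reached a set limit at any dose in the follow-up dose series; inconclusive = inhibition above the set first-screen limit but never retested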;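 note: fluorescence reports GDP produced by GAP-driven GTP hydrolysis; strong numbers were not always called active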
LYP inhibition: inhibitors of LYP phosphatase, biochemical, fluorescence intensity, uHTS (AID 1779) | recombinant LYP phosphatase, fluorescence intensity; higher % means a stronger effect | one-dose inhibition, % at 11.5 µM; IC50 in µM for titrated hits | 0.054% of 290,000 active; in the data active = inhibition above about 50%;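 note: plate controls were vehicle with enzyme for no effect and no enzyme for full effect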
GPR55 LPI antagonism: GPR55 antagonists blocking LPI-driven arrestin recruitment, primary screen, imaging, U2OS, beta-arrestin-GFP, LPI agonist (AID 2013); one-dose inhibition, % at 10 µM; IC50 in µM for titrated hits; U2OS GPR55 beta-arrestin-GFP translocation imaging, LPI antagonism; higher % means a stronger effect; 0.13% of 290,000 active;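 active = spots per cell inhibited over 60%, with over 100 cells counted and total cytoplasm intensity under 500,000; inconclusive = wells with under 100 cells, flagged as likely toxic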;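 note: U2OS cells stably carrying GPR55 and arrestin-GFP stimulated by 5 µM LPI near EC80; imaged beta-arrestin-GFP aggregate spots per cell after agonist stimulation; plate controls were LPI-stimulated DMSO wells for no effect and DMSO wells without LPI for full effect; some results filed as inactive read as strong as hits; confirmed hits need IC50 under 10 µM and bright autofluorescent wells are also inconclusive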
Salmonella PhoP GFP: PhoP-dependent GFP reporter repression – Salmonella Typhimurium, primary screen (AID 1863). S. Typhimurium PhoP-regulated promoter GFP reporter, 4 h; higher % means a stronger effect. 0.16% of 300,000 active. inhibition, % at 50 µM, or IC50 in µM where a hit was titrated;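 active = inhibition over 29.93%, a cutoff 3 SD above the screen mean, later confirmed by dose response; inconclusive = inhibition over 29.93% but no dose response follow-up; inactive = inhibition at most 29.93% or unconfirmed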;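 note: 0% = low Mg2+ inducing control and 100% = high Mg2+ repressing control; strong numbers were not always called active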
GPR35 antagonists: inhibition of zaprinast-stimulated GPR35 beta-arrestin translocation – imaging, U2OS, beta-arrestin-GFP, zaprinast agonist, primary screen (AID 2058). U2OS GPR35 beta-arrestin-GFP translocation imaging, zaprinast antagonism; higher % means a stronger effect. one-dose inhibition, % at 10 µM; IC50 in µM for titrated hits. 0.052% of 290,000 active;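 active = inhibition of at least 50% with at least 30 cells and total cytoplasm GFP at most 10,000,000; inconclusive = under 30 cells or total GFP of 10,000,000 plus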
NTR1 agonist cell count 20 µM: recorded beside NTR1 agonist, whose call it bears; cell count; measured here: cell count, cytotoxicity flag
Myeloid diff 2 GFP+ MAC1+ %: second read-out of Myeloid diff 2, no call of its own (marks repeat the call); GFP+ MAC1+ double positive, %; measured here: differentiation confirmed by MAC1 staining
Numbers without * were called inactive; i = inactive; ? = inconclusive; / = no result given.

Results follow in this order: Siah-1 displacement, HIV peptide binding, NTR1 agonist, NTR1 agonist cell count 20 µM, Myeloid diff 2, Myeloid diff 2 GFP+ MAC1+ %, MgcRacGAP inhibition, LYP inhibition, GPR55 LPI antagonism, Salmonella PhoP GFP, GPR35 antagonists
CC1=CCC2C(=O)N(c3cccc(C(=O)Nc4ccc(Cl)cc4)c3)C(=O)C2C1 (centres undefined)
→ 10%, -1.1%, 1.0, 57, i, 5.2, 9%, -5%, -7%, 7%, 8%
CCCCC(=O)N/N=C(C)/C=C/c1ccccc1F
→ -1%, -1.4%, /, /, i, 0.2, -5%, 1%, -6%, -2%, ?
COCCn1c(SCC(=O)N2CCOCC2)nc2c(c1=O)SCC2
→ 3%, -0.9%, 0.1, 58, i, 0.4, 6%, -4%, 7%, -1%, -9%
CNC(=S)N/N=C/c1cc(C)ccc1C
→ 2%, 0.6%, -0.7, 30, i, 0.1, 7%, 1%, 11%, 1%, -9%
CCOC(=O)N1CCN(C2=CC(=O)OC23CCCCC3)CC1
→ -2%, 0.3%, -0.5, 60, i, 10, -11%, -1%, 0%, 2%, -10%
CN(C)S(=O)(=O)c1cccc(-c2csc(=Nc3ccccc3)n2CCCN2CCOCC2)c1
→ 1%, 0.8%, 1.4, 54, i, 0.4, 12%, -6%, 4%, 0%, 0%
O=C(CN(C(=O)CNC(=O)c1cccs1)c1ccc(F)cc1)NC1CCCCC1
→ 2%, 1.9%, -1.3, 68, i, 0.7, 3%, -6%, 2%, -10%, -7%
COc1ccccc1C(=O)O/N=C(/C)c1ccc(N2C(=O)C3CCCCC3C2=O)cc1 (centres undefined)
→ -4%, -1.5%, 3.0, 59, i, 0.7, 5%, -3%, 6%, 0%, -8%
Cn1c(=O)c2ncn(CC(=O)Nc3ccc(N4CCOCC4)cc3)c2n(C)c1=O
→ -4%, -0.9%, -1.9, 58, i, 8.7, 8%, -10%, -8%, 22%, -7%
CC(=O)CCSc1ncnc2sc(-c3ccccc3)cc12
→ -4%, 0.7%, 2.2, 41, /, /, 6%, -4%, -6%, -8%, -3%

The list continues:
Results follow in this order: Siah-1 displacement, HIV peptide binding, NTR1 agonist, NTR1 agonist cell count 20 µM, Myeloid diff 2, Myeloid diff 2 GFP+ MAC1+ %, MgcRacGAP inhibition, LYP inhibition, GPR55 LPI antagonism, Salmonella PhoP GFP, GPR35 antagonists
CCc1c(C)nc(Nc2nc(C)c3ccc(OC)cc3n2)[nH]c1=O
→ 0%, 1.0%, 2.0, 41, i, 1.5, 1%, -5%, -4%, -4%, -1%
Cc1[nH]c2ccccc2c(=O)c1CN1CCCCCC1
→ -1%, -2.0%, -2.4, 99, i, 0.7, 5%, -9%, 5%, 5%, 5%
COc1cc(/C=N/NC(=O)CCc2c(C)n[nH]c2C)cc(OC)c1OC
→ 4%, 9.1%, 0.2, 107, i, 0.3, 5%, 0%, 0%, 6%, 11%
Cc1ccc(NC(=O)CN2C(=O)COc3ccc(S(=O)(=O)N4CCOCC4)cc32)cc1N(C)C
→ 4%, -1.5%, 0.5, 56, i, 0.7, 10%, -12%, -1%, 1%, -8%
O=[N+]([O-])c1cc(S(=O)(=O)N2CCCC2)ccc1N/N=C/c1ccncc1
→ 1%, -3.5%, 0.7, 54, i, 0.4, 5%, 4%, 1%, 3%, -7%
O=C(c1ccc(S(=O)(=O)N2CCCC2)cc1)N1CCN(Cc2ccc3c(c2)OCO3)CC1
→ -4%, 0.8%, 1.3, 42, i, 0.4, 4%, -12%, 8%, -12%, -4%
Cc1cc(F)ccc1NCc1ccccc1[N+](=O)[O-]
→ -3%, 1.9%, -0.3, 39, i, 0.0, /, -1%, 4%, 0%, 3%
C#CCOCCOCCOCCNc1nc(N2CCN(C(=O)C([C@@H](C)CC)n3cc(C(N)CC(C)C)nn3)CC2)nc(N2CCN(C(=O)[C@H](CCC(=O)O)n3cc(C(N)CC(C)C)nn3)CC2)n1 (some centres undefined)
→ 0%, -1.0%, 3.7, 88, i, 0.9, 0%, -7%, 3%, -7%, -2%
CS(=O)(=O)N(Cc1ccc(C(=O)NC2CCCC2)cc1)c1ccccc1
→ -4%, -1.7%, -1.0, 30, i, 0.6, 7%, -5%, -23%, 5%, 39%
CCc1nnc(NC(=O)CN2CCN(Cc3cccc(OC)c3)CC2)s1
→ 9%, -1.0%, 1.5, 67, i, 0.6, 8%, -7%, 2%, -5%, 11%

(listing goes on)
Results follow in this order: Siah-1 displacement, HIV peptide binding, NTR1 agonist, NTR1 agonist cell count 20 µM, Myeloid diff 2, Myeloid diff 2 GFP+ MAC1+ %, MgcRacGAP inhibition, LYP inhibition, GPR55 LPI antagonism, Salmonella PhoP GFP, GPR35 antagonists
COc1ccc(C(=O)/C=C/Nc2ccc([N+](=O)[O-])cc2C)cc1OC
→ -2%, 21%, -0.4, 69, i, 0.5, 10%, -6%, -2%, 8%, -8%
CC(Sc1nnnn1C)C(=O)NC1CCCc2ccccc21 (centres undefined)
→ 1%, 0.8%, -1.9, 32, i, 0.3, 3%, 4%, -2%, -8%, -3%
COc1cccc(CNS(=O)(=O)c2ccc3c(c2)N(C)CCO3)c1
→ -4%, 1.2%, -0.2, 80, i, 2.2, 8%, 1%, 1%, -2%, 12%
COC(=O)c1cn(-c2ccccc2)c(=O)c2ccccc12
→ -6%, -0.8%, 0.2, 43, i, 0.2, 4%, -1%, 10%, -9%, 10%
CCc1nnc(NS(=O)(=O)c2ccc(N=Cc3c(C)[nH]n(-c4ccc(C)c(C)c4)c3=O)cc2)s1
→ -2%, 26%, 3.9, 58, i, 0.1, 8%, -2%, -1%, -20%, 1%
CC(=O)Nc1nc(C)c(-c2nc3ccc([N+](=O)[O-])cc3[nH]2)s1
→ -3%, -0.6%, 2.9, 80, i, 0.7, 12%, -1%, 11%, -11%, -9%
COc1ccc(NC(=O)CN2C(=O)NC3(CC(C)CC(C)(C)C3)C2=O)cc1S(=O)(=O)N1CCCCC1 (centres undefined)
→ /, /, -1.0, 61, i, 1.1, 9%, /, /, 6%, /
CCOc1ccc(OCC)c(NC(=O)C2CCN(S(=O)(=O)c3cccnc3)CC2)c1
→ 6%, 0.9%, 0.4, 33, i, 7.8, 9%, -5%, -4%, 5%, 9%
Cc1cc(N2C(=O)C(O)=C(C(=O)c3cccs3)C2c2cccc(Br)c2)no1 (centres undefined)
→ 0%, 12%, 0.4, 46, i, 0.9, -12%, 0%, 11%, -12%, 7%
CNc1nc2ccccc2n1N
→ -6%, -2.8%, -1.6, 64, i, 0.4, 13%, -13%, 7%, -6%, -2%

(list continues)
Results follow in this order: Siah-1 displacement, HIV peptide binding, NTR1 agonist, NTR1 agonist cell count 20 µM, Myeloid diff 2, Myeloid diff 2 GFP+ MAC1+ %, MgcRacGAP inhibition, LYP inhibition, GPR55 LPI antagonism, Salmonella PhoP GFP, GPR35 antagonists
Cc1cccc(-c2nc3c(c(SCC(=O)N4CCOCC4)n2)COC(C)(C)C3)c1
→ -6%, 0.1%, -0.3, 47, i, 0.0, -7%, -9%, -19%, 8%, 7%
N#CC(C(=O)NCCc1ccccc1)c1nc2ccccc2nc1N1CCOCC1 (centres undefined)
→ 4%, 6.0%, 4.2, 28, i, 0.4, 14%, 4%, 10%, -54%, -3%
CCOC(=O)C1CCN(C(=O)COC(=O)C2CCN(S(=O)(=O)c3ccc4c(c3)OCCO4)CC2)CC1
→ /, /, 2.2, 67, i, 1.1, 0%, /, /, -2%, /
Cn1cnc2cc(NC(=O)c3ccco3)ccc21
→ -3%, -0.9%, 1.9, 38, i, 5.3, 8%, -7%, 7%, 9%, 18%
CCOc1ccc(N2CC(C(=O)NCCc3ccccc3)CC2=O)cc1 (centres undefined)
→ 10%, -0.3%, 1.3, 50, i, 0.6, 7%, -7%, 25%, -5%, 17%
CCOC(=O)C1C(=O)OC(C)(C)C1C(C)C(=O)c1ccc(C)cc1 (centres undefined)
→ 1%, 24%, 0.0, 110, i, 0.8, 1%, -6%, 2%, -7%, 6%
O=C(O)C/C(=C\c1ccc(N2CCOCC2)c([N+](=O)[O-])c1)c1nc2ccccc2s1
→ 29%, 11%, 2.5, 55, i, 0.7, 11%, 8%, 6%, -9%, 2%
COc1ccc(OC)c(S(=O)(=O)NCC(c2ccc3c(c2)OCO3)N2CCOCC2)c1 (centres undefined)
→ /, /, -1.1, 47, i, 1.0, 6%, /, /, -8%, /
CC1=Nn2c(nnc2-c2ccccn2)SC1
→ -1%, -1.4%, 2.6, 53, i, 2.7, 8%, 0%, 9%, -1%, 0%
Cc1ccccc1NC(=O)N1CCN(C/C=C/c2ccccc2)CC1
→ 11%, -0.6%, 0.2, 65, i, 0.5, 15%, -1%, -1%, -7%, -13%

Next section:
Results follow in this order: Siah-1 displacement, HIV peptide binding, NTR1 agonist, NTR1 agonist cell count 20 µM, Myeloid diff 2, Myeloid diff 2 GFP+ MAC1+ %, MgcRacGAP inhibition, LYP inhibition, GPR55 LPI antagonism, Salmonella PhoP GFP, GPR35 antagonists
CCOC(=O)N1CCN(C(=O)C(NC(=O)C2CCC(C)CC2)C(C)C)CC1 (centres undefined)
→ 2%, 0.8%, 0.2, 92, i, 0.7, 2%, 4%, 11%, -11%, 6%
O=C(NCCN=C1NS(=O)(=O)c2ccccc21)c1ccc2nccnc2c1
→ -5%, -2.0%, -1.5, 76, i, 3.2, 1%, -6%, -7%, -9%, 19%
O=c1oc(-c2cccs2)nc2ccccc12
→ 0%, 2.6%, -2.8, 82, i, 0.0, 3%, -4%, -8%, -17%, -1%
CCOc1cccc(/C(O)=C2/C(=O)C(=O)N(Cc3ccco3)C2c2ccncc2)c1 (centres undefined)
→ 4%, 6.8%, 3.8, 66, i, 0.8, 11%, -8%, 5%, -5%, 0%
